MITF primary = blocks human microphthalmia-associated transcription factor; AlphaScreen MITF homodimerization, bead proximity signal; inhibition, % at 2.6 µM; actives 0.91% (n = 650,000); AID 1259374; in the data active = inhibition above about 50%;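 also: 0% = vehicle wells with protein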
GPR151 ag = human GPR151 activation; Q8TDV0; PathHunter beta-arrestin GPR151 cells, luminescence; activation, % at 11.2 µM; actives 1% (n = 650,000); AID 1508602; in the data active = activation above about 4.9%;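 also: 0% = median of compound wells and 100% = cells with positive control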
FBW7 act = human FBW7 E3 ligase activation, primary screen; normalized activity (activation), % at 26.1 µM; actives 0.13% (n = 650,000); AlphaScreen FBW7–phospho-cyclin E peptide binding, activator screen; in the data active = normalized activity above about 1.9%;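 also: purified mutant Fbw7 with reduced substrate affinity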
Target sequence (Q969H0 whole entry, looked up): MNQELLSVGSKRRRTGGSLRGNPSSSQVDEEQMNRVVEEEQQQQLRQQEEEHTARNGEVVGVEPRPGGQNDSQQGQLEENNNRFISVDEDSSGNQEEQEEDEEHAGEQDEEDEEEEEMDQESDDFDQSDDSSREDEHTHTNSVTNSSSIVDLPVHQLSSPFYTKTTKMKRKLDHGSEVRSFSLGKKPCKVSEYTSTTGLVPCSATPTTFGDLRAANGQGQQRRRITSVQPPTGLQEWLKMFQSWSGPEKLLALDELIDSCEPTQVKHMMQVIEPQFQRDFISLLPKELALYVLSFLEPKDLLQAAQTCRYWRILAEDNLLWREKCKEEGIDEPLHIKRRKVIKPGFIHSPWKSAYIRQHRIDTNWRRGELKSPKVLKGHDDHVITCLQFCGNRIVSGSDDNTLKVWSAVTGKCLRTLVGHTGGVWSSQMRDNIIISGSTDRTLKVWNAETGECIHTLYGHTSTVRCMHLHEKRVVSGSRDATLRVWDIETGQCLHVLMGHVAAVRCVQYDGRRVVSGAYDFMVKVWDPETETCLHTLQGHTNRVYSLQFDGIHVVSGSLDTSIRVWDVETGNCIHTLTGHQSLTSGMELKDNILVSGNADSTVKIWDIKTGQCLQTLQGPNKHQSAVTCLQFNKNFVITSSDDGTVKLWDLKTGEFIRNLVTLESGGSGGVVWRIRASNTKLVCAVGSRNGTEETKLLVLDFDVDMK
TEAD-YAP inh = TEAD-YAP interaction inhibition | inhibition, % at 9.12 µM | HEK-TIYL cells, TEAD-Gal4/YAP UAS-luciferase luminescence | actives 1.4% (n = 640,000) | AID 1259422; in the data active = inhibition above about 32%;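 also: 0% = median of test compound wells and 100% = reference inhibitor wells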
* = called active by the depositor; x = no result given. An unsorted share of the library. Share with any hit: about 3.4%.

Structure,MITF primary,GPR151 ag,FBW7 act,TEAD-YAP inh
COc1ccc(CC(=O)Nc2cc(C)ccc2C)cc1,-12,-0.5,0.0,-1
NC(=O)c1ccc(-c2nccc(NC3CCN(Cc4ccccc4)CC3)n2)cc1,-2,0.1,0.3,-1
Cc1c(/C=N/n2cnnc2)c2ccccn2c1C(=O)c1ccc(F)cc1,13,-0.5,0.1,8
C=CCOC(=O)n1c(SC)nc2ccccc21,-8,1.2,-0.1,-5
CCC1=Nc2cc(C(=O)NCCCN3CCN(C)CC3)ccc2Sc2ccccc21,-4,1.3,-0.2,-13
O=C(NCCCc1nc2ccccc2[nH]1)NCc1ccccc1,18,-0.9,0.0,0
Cc1cc(C(N)=O)c2ccccc2n1,-9,0.9,-0.1,11
Cc1nn(-c2ccccc2)c2c1C(c1ccc(OC(C)C)cc1)C(C#N)=C(N)O2 (stereo not given),5,0.0,-0.1,5
COc1cccc(C2=NC(c3ccc(Br)cc3)NC(c3cc(Cl)ccc3O)C2)c1 (stereo not given),-6,-0.7,0.1,-1
CCOC(=O)C1=C(C)N=c2s/c(=C\c3ccc(OC)cc3OC)c(=O)n2C1c1ccc(OCC)c(OCC)c1 (stereo not given),12,-0.2,0.6,7
CCOC(=O)c1ccc(NC(=O)Cn2nnc(-c3ccccc3C)n2)cc1,10,0.5,-0.1,6
O=C(CC(NCCc1ccccc1)C(=O)O)Nc1ccc2ccccc2c1 (stereo not given),8,3.1,0.2,3
CCN(C(=O)c1ccc(N2CC3CC(C2)c2cccc(=O)n2C3)c(NC(=O)c2ccncc2)c1)c1cccc(C)c1 (stereo not given),-1,0.2,0.0,-7
CS(=O)(=O)N(CC(=O)NCc1ccco1)c1ccccc1Br,6,-1.4,-0.2,2
CCC[n+]1c(/C=C2\Sc3ccccc3N2CC)ccc2ccccc21,7,4.0,-0.1,88*
COc1ccc2cc(C#N)c(SCC(=O)Nc3sc4c(c3C(N)=O)CCC4)nc2c1,4,1.6,-0.1,5
COc1ccc(/C=N/NC(=O)C2C3CCCCC32)cc1OC (stereo not given),-16,-0.1,-0.1,-22
Cc1ccc(NC(=O)C2CC(=O)N(C(C)C)C2)cc1Cl (stereo not given),1,1.3,-0.1,9
O=C1[C@H]2[C@H]3[C@H](O)[C@H](O)C/C(=N\OC[C@@H](O)COCc4ccco4)[C@@H]3CC[C@H]2C(=O)N1C1CCCCC1,9,-1.9,0.0,x
CC(C(=O)c1cccc(Cl)c1)N1C(=O)NC2(CCCCC2)C1=O (stereo not given),7,1.6,-0.1,-7
COc1ccc(C(=O)NNC(=O)Cc2ccc([N+](=O)[O-])cc2)cc1,-15,-0.8,0.0,-2
Cn1c(C(=O)NCCc2c[nH]c3ccccc23)cc2c(=O)n(C)c3ccccc3c21,3,-0.5,0.0,17
CCOc1ccc(-c2ncnn2-c2sc3c(c2C#N)CCCCC3)cc1,2,-0.6,0.0,-7
CC(=O)c1ccc(NC(=O)C(C)N2C(=O)c3ccccc3C2=O)cc1 (stereo not given),3,0.8,-0.1,-41
CCOc1ccc(/C=N/Nc2ccc(Cl)nn2)cc1,3,0.1,0.2,-44
Cc1cc(C)nc(/N=C(/NC(=O)c2ccccc2)Nc2ccc(Cl)c(Cl)c2)n1,8,1.8,0.0,-8
COc1ccc(C2C(C(N)=O)=C(C)Nc3nc(-c4ccc(Cl)cc4)nn32)cc1 (stereo not given),5,-0.6,0.1,0
CC1(C)CC(=O)C2=C(C1)Nc1ncnn1C2c1ccc2ccccc2c1 (stereo not given),14,-0.5,0.8,20
Cc1ccc(NCc2c(C#N)c3ccccc3n2C)cc1,3,0.2,-0.2,-15
CCOc1cnc(C(=O)NNC(=O)C(Br)C(C)C)o1 (stereo not given),3,-0.8,0.0,2
CCC(=O)Nc1ccc2nn(-c3ccc(C)c(Cl)c3)nc2c1,0,0.3,-0.3,-48
O=C1CC(c2nc(-c3cccs3)no2)CN1Cc1ccc(Cl)cc1 (stereo not given),4,-0.2,0.0,5
CCOC(=O)c1ccc2ncc(C(=O)OCC)c(Nc3ccc(C(=O)O)cc3)c2c1,-6,-0.3,0.3,-17
Cc1cc(S(=O)(=O)NCCOc2cc(N3CCCCC3)ncn2)ccc1F,6,-2.2,0.3,7
N#Cc1sc(Nc2cccc(C(F)(F)F)c2)nc1N,-4,0.2,-0.1,-10
O=C(CN1C(=O)CCSc2ccccc21)N1CCN(Cc2ccc3c(c2)OCO3)CC1,12,-1.6,-0.1,1
COc1ccccc1NC(=O)c1sc2ncn(CC(=O)O)c(=O)c2c1C,6,1.3,-0.2,-2
COc1ccc(C(=O)/C=C/Nc2ccc([N+](=O)[O-])cc2)cc1OC,2,-0.1,0.1,-18
CC1CCCC(C)N1C(=O)COC(=O)C12CC3CC(CC(Cl)(C3)C1)C2 (stereo not given),-6,-2.3,0.2,0
Cn1/c(=N/N=C/c2ccc(OCC(N)=O)cc2)sc2ccccc21,-11,-0.8,-0.1,-31

By substructure, the compounds so far containing fluorine (3)
Structure,MITF primary,GPR151 ag,FBW7 act,TEAD-YAP inh
Cc1c(/C=N/n2cnnc2)c2ccccn2c1C(=O)c1ccc(F)cc1,13,-0.5,0.1,8
Cc1cc(S(=O)(=O)NCCOc2cc(N3CCCCC3)ncn2)ccc1F,6,-2.2,0.3,7
N#Cc1sc(Nc2cccc(C(F)(F)F)c2)nc1N,-4,0.2,-0.1,-10

Additional entries
Structure,MITF primary,GPR151 ag,FBW7 act,TEAD-YAP inh
O=S(=O)(c1ccc(Cl)cc1)N1CCC(Cc2ccccc2)CC1,-6,-0.6,0.0,2
O=C(c1sc2ccccc2c1Cl)N1CCOCC1,-7,2.6,0.0,-9
CCCn1c(-c2cccc([N+](=O)[O-])c2)nc2c(c(=O)c3ccccc3n2C)c1=O,1,-0.5,0.1,-14
O=C(Nc1cccc(Cl)c1)c1cc2cc([N+](=O)[O-])ccc2oc1=O,-4,-2.4,0.1,4
COc1ccc(/C=N/NC(=O)C(O)(c2ccccc2)c2ccccc2)cc1[N+](=O)[O-],0,2.3,0.2,-20
Cc1ccc(/C=C/C(=O)Nc2ccc(C(N)=O)cc2)o1,-7,-0.8,-0.1,-2
COc1ccc(O)c(/C=N/NC(=O)c2ccc(NC(=O)c3ccccc3Cl)cc2)c1,1,2.2,0.0,34*
CC(C)c1ccc(NC(=O)c2ccc(F)c(S(=O)(=O)NC3CCCCCC3)c2)cc1,-3,1.2,-0.1,11
COc1ccccc1OCC(=O)NNC(=O)CCc1ccccc1,15,0.4,1.3,-4
CCC(=O)Nc1ccccc1C(=O)C(=O)Nc1ccccc1,11,-0.6,0.0,-19
CC(Nc1cc(N2CCN(S(C)(=O)=O)CC2)ccc1[N+](=O)[O-])c1ccccc1 (stereo not given),-3,0.0,-0.3,-6
O=C(NC1CCCC1)C1CCN(S(=O)(=O)c2cnc[nH]2)CC1,8,1.0,-0.2,7
CCCCNc1nc(SC(CC)C(=O)Nc2ccc3c(c2)OCO3)nc2ccccc12 (stereo not given),-5,-1.8,-0.2,-12
CC(=O)Nc1ccc(OCC(=O)NCc2ccccc2)cc1,2,0.2,-0.1,-7
CCN1CCN(S(=O)(=O)c2ccccc2[N+](=O)[O-])CC1,40,0.4,0.0,3
Cc1ccc(N2Cc3ccncc3C2=O)cc1C,6,-3.2,-0.4,-51
COCCNc1ccnc2c(-c3cccc(N(C)C)c3)cnn12,10,0.3,-0.4,-23
CCOc1ccc(NC(=O)c2sc(=S)n(-c3ccc(Cl)c(C)c3)c2N)cc1,4,0.8,-0.2,4
O=C(Nc1nnc(-c2cccnc2)s1)c1ccccc1[N+](=O)[O-],-1,0.0,-0.1,-5
O=C(NC1CCCCC1)C(C(=O)c1ccccc1)n1ccccc1=O (stereo not given),8,0.5,0.6,1

An excerpt from above in order of count of non-hydrogen atoms, descending.
Structure,MITF primary,GPR151 ag,FBW7 act,TEAD-YAP inh
CCCCNc1nc(SC(CC)C(=O)Nc2ccc3c(c2)OCO3)nc2ccccc12 (stereo not given),-5,-1.8,-0.2,-12
CC(C)c1ccc(NC(=O)c2ccc(F)c(S(=O)(=O)NC3CCCCCC3)c2)cc1,-3,1.2,-0.1,11
O=C(Nc1cccc(Cl)c1)c1cc2cc([N+](=O)[O-])ccc2oc1=O,-4,-2.4,0.1,4
O=C(NC1CCCC1)C1CCN(S(=O)(=O)c2cnc[nH]2)CC1,8,1.0,-0.2,7
O=C(c1sc2ccccc2c1Cl)N1CCOCC1,-7,2.6,0.0,-9

Next compounds
Structure,MITF primary,GPR151 ag,FBW7 act,TEAD-YAP inh
O=C(c1cc(=O)c(OCc2ccc(F)cc2)c[nH]1)N1CCN(Cc2ccccc2)CC1,-3,2.7,-0.2,-7
CC(C)C(NC(N)=O)C(=O)OCC(=O)Nc1sc2c(c1C(N)=O)CCC2 (stereo not given),5,-1.9,0.2,5
COc1ccc(N2CCN(CCCNC(=O)Nc3cc(C)ccc3C)CC2)cc1,8,-0.1,-0.2,16
Cc1cc(C)nc(N2CCC(CNC(=O)C3CCCO3)CC2)n1 (stereo not given),5,0.2,0.8,1
Cc1ccc(NC(=S)NCCc2ccc(S(N)(=O)=O)cc2)c(C)c1,-13,0.4,0.0,1
CCNc1nc(NC2CCN(Cc3ccccc3)CC2)c2ncn(Cc3ccc(C(F)(F)F)cc3)c2n1,13,1.3,0.1,30
C=CCc1c(C)nc2nc(SCC(=O)Nc3ccc(C)cc3)nn2c1C,1,0.4,-0.1,0
CN(C)CCNC(=O)c1cccn2c(=O)c3c4c(sc3nc12)CCCC4,10,0.5,0.3,-1
CN(Cc1cccs1)S(=O)(=O)c1cccs1,-18,-1.5,-0.1,-11
N#CC1=C(N)OC2=C(C(=O)CC(c3ccccc3)C2)C1c1ccoc1 (stereo not given),16,-0.5,0.0,-12
COc1cc2ccccc2cc1C(=O)OCC(=O)N(C(C)C)C(C)C,-4,0.5,-0.1,-6
COc1ccc(C(=O)NNC(=O)CSc2ncnc3c2cnn3-c2ccc(C)cc2)cc1,3,0.5,0.0,2
CC1C(=O)CCN(Cc2ccco2)C1C (stereo not given),5,-0.3,0.3,4
COc1ccc(-c2nc(=S)c3c(n2CCCN(C)C)CC(C)(C)OC3)cc1,-19,0.3,-0.2,0
O=C(Nc1ccccc1Cl)c1cc(S(=O)(=O)NCCc2ccccc2)ccc1F,8,0.2,-0.2,4
CC(=NCc1ccccc1)c1c(O)n(C)c(=O)n(C)c1=O,22,0.3,-0.1,15
CSc1ncccc1C(=O)Nc1cc(C)cc(C)c1,-8,-0.9,0.2,-9
CC(=O)c1cccc(CN2CCC(n3nccc3NC(=O)C3CCCC3)CC2)c1,-5,-0.6,-0.1,-6
O=C(Nc1ccncc1NC(=O)c1ccc([N+](=O)[O-])cc1)c1ccc([N+](=O)[O-])cc1,-5,1.7,0.2,-13
Cc1cccc(NC(=O)c2sc3nc(-c4ccc(F)cc4)cn3c2C)c1C,3,-0.4,0.1,-3
O=C1CCCC(=O)N1CCS(=O)(=O)N1CCN(c2ccccc2)CC1,-1,0.3,-0.1,4
CC(=O)Nc1ccc2nc(NC(=O)c3ccc(N4CCOCC4)c([N+](=O)[O-])c3)sc2c1,-8,0.3,0.0,-5
Cc1csc(NC(=O)CSc2nccn2-c2cccc(C(F)(F)F)c2)n1,7,-1.2,0.1,11
Cc1cc(C)n(C(=O)CCCCCCCC(=O)n2nc(C)cc2C)n1,-1,0.0,0.1,12
CCOC(=O)C1CCCN(C(=O)C(=O)c2c[nH]c3ccccc23)C1 (stereo not given),14,-0.1,0.5,9
CC(=O)NCCc1nc2cc(NC(=O)Nc3ccccc3)ccc2n1C,1,-1.7,-0.1,-9
CCCn1c(SCC(=O)Nc2ccc(F)cc2)nnc1C(C)C,1,-0.7,-0.1,9
Cc1cccc(C(=O)Nc2ccccc2C(=O)N2CCOCC2)c1,-3,0.3,0.0,7
COc1cccc(C(=O)Nc2c3c(nn2-c2ccc(C)cc2)CSC3)c1,3,-1.9,-0.1,3
CC1CCCCN1CC(O)COc1ccccc1F (stereo not given),-4,-0.2,0.0,10
O=C(NCCCN1CCCC1)c1cc(=O)[nH]c2ccc(S(=O)(=O)N3CCCC3)cc12,4,-0.6,-0.1,9
COc1cc(/C=C2\N=C(c3ccco3)OC2=O)cc(I)c1OC(C)=O,1,-0.6,-0.1,4
CCC12CN3CC(CC)(CN(C1)C3c1cccc(C)c1)C2=O (stereo not given),-1,4.9,-0.2,7
C=CCNc1nc2ccc(C)cn2c(=O)c1/C=C1\SC(=S)N(C)C1=O,8,-0.5,-0.1,11
CC(Oc1ccc(Br)cc1Cl)C(=O)NCCCN1CCCC1=O (stereo not given),-8,-0.7,-0.2,-4
COc1ccc2c(c1)CC(C(=O)Nc1ccc(-c3ccncc3)cc1OC1CCN(C)C1)CO2 (stereo not given),-4,0.2,-0.4,-6
Cc1ccc(-n2nnnc2SCc2ccccc2F)cc1C,-11,-0.6,-0.1,-7
COC(=O)c1c(NC(=O)c2ccccc2F)sc(C)c1C,7,-2.0,0.4,9
COC(=O)c1ccccc1NC(=O)c1cc(-c2ccco2)on1,-6,-0.5,0.0,-1
